Bim-Mcl-1: inhibitors of Bim-Mcl-1 interaction, human; Q07820; Bead-based flow cytometry, Bim peptide-Mcl-1 binding; inhibition, % at 10 µM; 190,000 tested, 0.1% active; in the data active means inhibition above about 40%;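 further: 0% = no compound tracer wells and 100% = peptide blocker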
Target sequence (Q07820 whole entry, looked up): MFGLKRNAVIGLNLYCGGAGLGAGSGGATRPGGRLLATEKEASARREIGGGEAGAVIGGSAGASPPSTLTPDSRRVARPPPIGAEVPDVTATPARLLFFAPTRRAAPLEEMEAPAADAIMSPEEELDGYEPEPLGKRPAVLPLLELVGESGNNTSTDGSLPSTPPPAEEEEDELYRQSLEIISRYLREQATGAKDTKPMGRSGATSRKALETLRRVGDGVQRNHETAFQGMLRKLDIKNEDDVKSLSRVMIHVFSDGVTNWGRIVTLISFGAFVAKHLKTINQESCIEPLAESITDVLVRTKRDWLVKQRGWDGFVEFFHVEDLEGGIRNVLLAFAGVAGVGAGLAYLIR
RGS8-Gao: regulators of human RGS8-Galphao interaction | P09471 | multiplexed bead flow cytometry, RGS8-Galphao binding; actives lie on both sides | response (percent of control binding), % at 10 µM | 220,000 tested, 0.34% active | AID 1423; in the data active means response below about 60% or above about 140%; inactive means in between;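 further: Galphao activated as the GDP aluminium fluoride complex binding bead-coupled RGS8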
Target sequence (P09471 whole entry, looked up): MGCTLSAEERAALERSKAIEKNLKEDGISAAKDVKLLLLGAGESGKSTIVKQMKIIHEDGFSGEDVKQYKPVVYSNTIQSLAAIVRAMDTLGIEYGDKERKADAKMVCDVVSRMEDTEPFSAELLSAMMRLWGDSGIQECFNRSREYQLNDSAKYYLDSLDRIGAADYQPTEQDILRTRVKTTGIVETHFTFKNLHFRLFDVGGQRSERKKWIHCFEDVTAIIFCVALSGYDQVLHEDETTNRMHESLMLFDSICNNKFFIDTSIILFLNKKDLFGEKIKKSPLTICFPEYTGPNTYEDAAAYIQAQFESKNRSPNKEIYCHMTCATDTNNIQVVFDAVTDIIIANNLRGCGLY
Rac1 wt GTP bind: modulators of human Rac1 wildtype GTP binding | P63000 | GST-Rac1 beads, fluorescent GTP binding, flow cytometry; actives lie on both sides; 0 = cold GTP competed, 100 = untreated | GTP binding activity (% of control), % at 10 µM | 190,000 tested, 0.27% active | AID 757;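 active means GTP binding activity at least 20 points away from the 100% control level, either lower or higher; inconclusive means compound flagged as likely green fluorescent, judged across all proteins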
Mcl1-Bid inh: Mcl-1/Bid interaction inhibition; Q07820; AID 1021; inhibition, % at 21.7 µM; TR-FRET Mcl-1/Bid-Dy647 peptide binding, 1536-well; 220,000 tested, 0.97% active;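 active means compounds that cut the binding signal by more than half at the single screening dose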;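 further: His-tagged Mcl-1 with europium anti-His antibody binding Bid BH3 peptide; 0% = Mcl-1 plus peptide wells and 100% = peptide-only wells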
Rab2A wt mod: changes GTP binding to wildtype dog Rab2A, up or down. P61105. GST-Rab2 wt beads, Bodipy-GTP binding, flow cytometry. GTP binding activity, % at 10 µM. 190,000 tested, 0.19% active;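 active means GTP binding activity at least 20 points away from 100%, either lowered or raised; inconclusive means signal likely due to the compound's own green fluorescence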;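 further: 0% = beads with excess unlabeled GTP and 100% = no-compound control corrected for plate trend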
Rac1 mut GTP: modulators of GTP binding to human Rac1 activated mutant; P63000; GST-Rac1 activated beads, fluorescent GTP binding, flow cytometry; actives lie on both sides; 100% means binding = to untreated wells; percent activity (GTP binding), % at 10 µM; 190,000 tested, 0.11% active; AID 764;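 active means GTP binding at least 20 percentage points away from the 100% baseline, in either direction, so actives lie on both sides; inconclusive means Compound likely fluorescent itself, or too few beads counted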
Mcl1 Noxa PPI: Mcl-1/Noxa interaction inhibition. TR-FRET Mcl-1/Noxa peptide binding, 2 h. inhibition, % at 21.7 µM. 220,000 tested, 1.5% active. AID 1022;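 active means compounds that cut the protein-peptide binding signal by more than 50% relative to plate controls in a single-dose test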;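 further: His-tagged Mcl-1 with rhodamine Noxa BH3 peptide and terbium anti-His antibody; 0% = Mcl-1 plus Noxa peptide wells and 100% = peptide-only wells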
Rab7 wt GTP bind: modulators of GTP binding to dog Rab7 wildtype GTPase | GST-Rab7 beads, fluorescent GTP binding, flow cytometry; actives lie on both sides; untreated = 100%, excess cold GTP = 0% | GTP binding activity (percent of control), % at 10 µM | 190,000 tested, 0.055% active | AID 758;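 active means fluorescent GTP binding to Rab7 beads changed by at least 20 points from the 100% baseline, either direction, mostly lower; inconclusive means compound itself probably fluorescent, or too few beads counted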;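 further: median green fluorescence of bound Bodipy-FL-GTP per Rab7 bead population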
Cdc42 wt GTP: changes GTP binding to wildtype human Cdc42; P60953; GST-Cdc42 beads, Bodipy-GTP binding, flow cytometry; actives lie on both sides; percent activity (GTP binding), % at 10 µM; 190,000 tested, 0.2% active;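 active means percent activity GTP binding at least 20 points away from the 100% baseline, either down as inhibitor or up as activator; inconclusive means compound flagged as likely green fluorescent from well-wide comparison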;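 further: median bead fluorescence of bound Bodipy-FL-GTP at 100 nM; 0% = excess unlabeled GTP control and 100% = no compound control; below 100% means less GTP binding so inhibitor and above means activator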
Target sequence (P60953 whole entry, looked up): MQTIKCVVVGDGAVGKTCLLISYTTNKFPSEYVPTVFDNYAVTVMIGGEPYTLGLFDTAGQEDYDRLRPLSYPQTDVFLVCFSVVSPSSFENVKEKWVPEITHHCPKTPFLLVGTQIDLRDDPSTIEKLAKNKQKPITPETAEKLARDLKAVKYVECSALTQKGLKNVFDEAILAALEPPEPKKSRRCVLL
Pf gamet viab: kills late stage P. falciparum gametocytes. 150,000 tested, 0.065% active. P. falciparum stage V gametocytes, ATP luminescence, 24 h. inhibition, % at 10.9 µM;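 active means inhibition above the mean plus 3 SD of compounds within the control limits, set per campaign, cut at about 38% in these data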;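 further: 0% = DMSO wells and 100% = medium only without gametocytes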
HRas wt GTP bind: modulators of GTP binding to human HRas wildtype; P01112; GST-Ras wt beads, Bodipy-FL-GTP binding, flow cytometry; actives lie on both sides; GTP binding activity, % at 10 µM; 190,000 tested, 0.14% active; AID 759;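 active means GTP binding activity at least 20% away from the 100% baseline, either lowered as inhibitor or raised as activator; inconclusive means flagged as likely green fluorescent, judged across all proteins in the well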;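 further: 0% = unlabeled GTP competition control and 100% = no-compound control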
Starred values were filed as active, the others as inactive; ? = inconclusive; nt = no result given.

structure,Rac1 mut GTP,Mcl1-Bid inh,RGS8-Gao,Rab7 wt GTP bind,Bim-Mcl-1,Mcl1 Noxa PPI,Rac1 wt GTP bind,Pf gamet viab,HRas wt GTP bind,Rab2A wt mod,Cdc42 wt GTP
Cc1cc(N)n2nc(-c3ccccc3)cc2n1,97,-8,99,97,-4,13,99,4,95,94,100
COC(=O)[C@H](C)NC(=O)NC(C)CCc1ccccc1 (stereo not given in full),100,-5,101,106,-4,-1,111,nt,104,105,105
COc1ccc(C(=O)CC2OC(=O)c3ccccc32)cc1OC (stereo not given),98,-2,101,100,nt,6,104,nt,101,100,100
CC(C)(CNC(=O)COc1ccccc1Cc1ccccc1)N1CCOCC1,96,4,103,96,0,11,99,3,97,96,96
O=C(CSc1ccccn1)Nc1ccc(Br)cn1,99,-2,97,96,-4,-9,103,-17,97,98,98
COc1ccc(C2SCC(C(=O)NCc3ccc(F)cc3)N2C(C)=O)cc1 (stereo not given),94,5,105,95,-1,20,97,nt,95,96,96
CCOCC(=O)Nc1cc(Cl)ccc1C,95,-21,97,93,3,6,96,13,94,98,95
O=C(CN1C(=O)C2CC=CCC2C1=O)Nc1ccc(-c2nnc3n2CCCCC3)cc1 (stereo not given),96,-20,101,97,-9,-8,94,nt,98,98,97

structure,Rac1 mut GTP,Mcl1-Bid inh,RGS8-Gao,Rab7 wt GTP bind,Bim-Mcl-1,Mcl1 Noxa PPI,Rac1 wt GTP bind,Pf gamet viab,HRas wt GTP bind,Rab2A wt mod,Cdc42 wt GTP
CC1CCC(NC(=O)C2c3ccccc3C(=O)N2CCCN2CCOCC2)CC1 (stereo not given),96,-52,101,99,-1,-16,99,-2,98,97,98
CC(C)(C)C(=O)Nc1ccc(Oc2ccc3c(c2)C(=O)N(c2ccc(O)cc2)C3=O)cc1,98,5,101,103,-3,6,109,13,104,100,102
N=c1n(CCN2CCCCC2)c2ccccc2n1CC(O)c1ccc(Cl)c(Cl)c1 (stereo not given),97,3,107,95,0,19,97,nt,99,101,99
CCCc1nc2oc3c(NCC4CCCO4)ncnc3c2c2c1COC(C)(C)C2 (stereo not given),100,-4,100,98,1,21,103,20,105,103,105
COC(=O)C12CCC(C)(c3nc4ccccc4nc31)C2(C)C (stereo not given),95,-38,102,93,0,5,97,-9,95,94,93
O=C(COc1ccccc1)Nc1ccc(S(=O)(=O)N2CCCC2)cc1,96,-6,101,98,-3,13,102,nt,98,98,97
Cc1nn(-c2ccccc2)c2c1C(c1cccnc1)N1C=C(S(=O)(=O)N3CCCCC3)C=CC1=N2 (stereo not given),96,45,97,90,-7,-8,109,-15,91,93,101
CC1(C)CC(=O)C2=C(C1)Oc1ncn(CCCn3ccnc3)c(=N)c1C2c1ccccc1 (stereo not given),103,-26,102,101,0,-5,116,nt,104,104,111

structure,Rac1 mut GTP,Mcl1-Bid inh,RGS8-Gao,Rab7 wt GTP bind,Bim-Mcl-1,Mcl1 Noxa PPI,Rac1 wt GTP bind,Pf gamet viab,HRas wt GTP bind,Rab2A wt mod,Cdc42 wt GTP
COc1ccc(/C=C2/SC(=O)N(CC(=O)NCCC(C)C)C2=O)cc1OC,92,-1,101,98,-1,15,96,-16,95,97,98
COc1cc(C(=O)Nc2cc(C)ccn2)cc(OC)c1OC,?,-14,104,?,-2,4,?,-6,?,?,?
O=C(CSc1ncccn1)NCc1ccccc1,95,10,98,94,-6,5,96,nt,98,96,97
O=C(c1ccco1)N1CCN(S(=O)(=O)c2ccc(Cl)s2)CC1,93,-5,nt,95,0,22,91,-28,95,93,93
Cc1cc(C)c(NN=c2c(=O)c3ccccc3c2=O)c(C)c1,101,6,102,99,-2,8,102,nt,99,99,102
O=C(NC(C(=O)c1ccccc1)n1ccc(=O)[nH]c1=O)c1ccccc1 (stereo not given),101,-24,102,100,-2,8,105,-41,102,102,105
NC(=O)c1oc2ccc(Cl)cc2c1N,99,-21,98,103,-4,-4,101,0,99,99,100
Cc1ccc(Sc2ncccc2COC(=O)NC(C)C)cc1,93,10,92,100,-4,-2,94,-4,94,95,95

structure,Rac1 mut GTP,Mcl1-Bid inh,RGS8-Gao,Rab7 wt GTP bind,Bim-Mcl-1,Mcl1 Noxa PPI,Rac1 wt GTP bind,Pf gamet viab,HRas wt GTP bind,Rab2A wt mod,Cdc42 wt GTP
Cc1n[nH]c(C)c1C(=O)CC1(O)C(=O)N(Cc2ccccc2)c2ccc(Br)cc21 (stereo not given),97,-3,100,103,-1,-14,96,-19,101,102,98
CC(C)(C)NC(=O)/C=N/O,101,-56,98,102,-3,-5,104,4,101,103,106
C=CCn1c(N)cc(=O)nc1SCC(=O)Nc1ccccc1C(N)=O,100,-16,101,97,0,-3,100,8,96,98,97
CC1(C)CC(=O)C(C=NCCN2CCNC2=O)=C(O)C1,101,-3,100,102,-3,-8,109,21,102,103,102
Cn1c(=NC(=O)C2CCN(S(=O)(=O)c3cccs3)CC2)sc2ccccc21,98,-6,101,99,-2,-68,100,nt,97,97,94
Cc1ccccc1NC(=O)CCC(=O)OCCCC(F)(F)C(F)(F)F,100,-32,99,94,-1,8,103,nt,97,98,99
CCOC(=O)c1c(NC(=O)C2CCCN(S(=O)(=O)c3ccc(C)cc3)C2)sc2c1CCCC2 (stereo not given),98,-20,102,100,-4,-20,101,14,99,98,100
CC(C)CN(CC(C)C)S(=O)(=O)N1CCC(C(=O)NCc2ccccn2)CC1,97,2,104,95,-2,18,99,0,101,100,101

structure,Rac1 mut GTP,Mcl1-Bid inh,RGS8-Gao,Rab7 wt GTP bind,Bim-Mcl-1,Mcl1 Noxa PPI,Rac1 wt GTP bind,Pf gamet viab,HRas wt GTP bind,Rab2A wt mod,Cdc42 wt GTP
O=C(NNC1=NCCCCC1)Nc1cccc(Cl)c1,99,-9,101,102,-2,6,103,16,97,98,98
COc1cccc(NC(=O)CSc2nc(N)cc(N)n2)c1,98,-15,100,95,-1,-4,103,18,100,99,102
Cc1ccc(NC(=S)N(CCN2CCOCC2)Cc2ccccc2F)cc1,92,-34,117,100,-6,9,93,-11,94,94,93
CN(C)C(CNC(=O)c1oc2ccccc2c1CSc1ncn[nH]1)c1ccco1 (stereo not given),96,-53,104,96,0,23,97,-1,97,98,98
OC(c1ccc(Cl)cc1Cl)C(Cc1cccnc1)n1cncn1 (stereo not given),100,-2,100,95,-4,0,107,nt,100,100,106
O=C(Nc1cccnc1Cl)c1ccc(Cl)c([N+](=O)[O-])c1,100,-3,100,100,-3,1,108,8,102,101,103
CCOC(=O)c1ccc(COC(=O)CCc2nc(-c3ccccc3)c(-c3ccccc3)o2)cc1,99,-9,96,99,-6,14,102,-5,103,101,100
COc1ccc(/C=C2\CCc3ccccc3C2=O)c(OC)c1OC,98,-6,95,105,-3,7,106,19,100,99,100

structure,Rac1 mut GTP,Mcl1-Bid inh,RGS8-Gao,Rab7 wt GTP bind,Bim-Mcl-1,Mcl1 Noxa PPI,Rac1 wt GTP bind,Pf gamet viab,HRas wt GTP bind,Rab2A wt mod,Cdc42 wt GTP
Cc1cc(NC(=O)COC(=O)c2cccc(OCc3ccccc3)c2)no1,99,-26,92,100,-1,24,100,-21,101,102,99
Cc1ccc(C(=O)NCCSCc2ccc(Cl)cc2Cl)cc1[N+](=O)[O-],99,-2,102,101,-4,4,101,-5,100,99,98
O=C(Cn1cnc2c(nnn2Cc2ccc(F)cc2)c1=O)NC1CCCC1,?,-24,90,?,0,-5,?,-4,?,?,?
Nc1ccc(C(=O)OCc2nc3cc4ccccc4cc3[nH]2)cc1,97,-4,103,95,-1,15,99,-17,97,97,96
CCN1CCCc2cc(CN(CCN3CCOCC3)C(=S)Nc3cccc(OC)c3)ccc21,97,-93,104,106,1,60*,100,5,102,104,99
COc1ccc(S(=O)(=O)NCc2ccco2)c2ccccc12,102,-4,95,101,-7,11,107,nt,103,101,107
O=C(NCc1ccco1)C(=O)NCC1OCCN1S(=O)(=O)c1ccc(Br)cc1 (stereo not given),96,-8,104,108,0,-3,100,0,100,101,100
CCOC(=O)C1CCCN(Cc2ccc(O)c(OC)c2)C1 (stereo not given),99,-8,96,105,5,20,106,-39,104,104,104

structure,Rac1 mut GTP,Mcl1-Bid inh,RGS8-Gao,Rab7 wt GTP bind,Bim-Mcl-1,Mcl1 Noxa PPI,Rac1 wt GTP bind,Pf gamet viab,HRas wt GTP bind,Rab2A wt mod,Cdc42 wt GTP
Cc1ccc([N+](=O)[O-])cc1NC(=S)NC(=O)c1cccs1,98,-17,99,103,-6,35,105,nt,103,102,102
CC1=NN(c2ccc(C(=O)O)c(N)c2)C(=O)C1,95,-35,97,97,-1,36,100,nt,100,98,97
O=C(CSc1ccc2ccccc2n1)Nc1ccc(N2CCOCC2)cc1,99,-48,101,98,0,13,103,nt,101,102,99
CC(c1ccccc1F)n1cc(C(=O)NCc2ccncc2)nn1 (stereo not given),98,-11,101,99,-4,-9,106,-27,100,99,102
NS(=O)(=O)c1ccc(CCNC(=O)CSCc2ccccc2)cc1,96,-5,102,98,-4,-1,100,-16,96,98,99
Cn1c(SCC(=O)Nc2ccc3nc(SCC(=O)NC4CC4)sc3c2)nnc1-c1ccccc1,102,8,100,98,-2,12,105,nt,100,97,104
Cc1cccc(OCC(=O)Nc2ccc3c4c(cccc24)CC3)c1C,102,-1,105,102,1,3,104,-6,101,103,101
O=C(O)C1=C[C@H](c2coc3ccccc3c2=O)C[C@H](OCc2ccc(CO)cc2)O1,99,1,98,93,-2,-13,100,nt,95,95,98

High-throughput results: PubChem BioAssay, several laboratories
